Screening data from PubChem.
Bcl-W Bim block: disrupts Bim peptide binding to human Bcl-W | Q92843 | bead-based flow cytometry | inhibition, % at 10 µM | 190,000 tested, 0.02% active;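 also: 0% = bound tracer without compound and 100% = peptide blocker; higher means less fluorescent Bim peptide bound to Bcl-W beads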
Target sequence (Q92843 whole entry, looked up): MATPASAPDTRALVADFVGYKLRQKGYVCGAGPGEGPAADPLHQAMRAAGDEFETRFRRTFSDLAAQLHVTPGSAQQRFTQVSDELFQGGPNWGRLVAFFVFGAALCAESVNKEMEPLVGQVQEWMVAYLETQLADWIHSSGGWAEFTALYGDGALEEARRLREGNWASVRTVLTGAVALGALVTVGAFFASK
Rac1 wt GTP bind: alters GTP binding to wildtype human Rac1. P63000. GST-Rac1 beads, fluorescent GTP binding, flow cytometry; actives lie on both sides; 0 = cold GTP competed, 100 = untreated. GTP binding activity (% of control), % at 10 µM. 190,000 tested, 0.27% active. AID 757;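 active = GTP binding activity at least 20 points away from the 100% control level, either lower or higher; inconclusive = compound flagged as likely green fluorescent, judged across all proteins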
Bcl-2 Bim block: inhibitors of Bim-Bcl-2 interaction, human; inhibition, % at 10 µM; AID 950; Bead-based flow cytometry, Bim peptide-Bcl-2 binding; 190,000 tested, 0.06% active; P10415; in the data active = inhibition above about 40%; inconclusive = no clear call, values can overlap the other calls;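 also: 0% = no compound wells with probe peptide and 100% = reference peptide inhibitor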
Bim-Bfl-1: inhibitors of Bim-Bfl-1 interaction, human; 190,000 tested, 0.12% active; AID 1008; Bead-based flow cytometry, Bim-Bfl-1 binding inhibition; inhibition, % at 10 µM;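 also: 0% = wells without compound plus tracer and 100% = blocker peptide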
Bcl-XL Bim block: human Bim-Bcl-XL interaction inhibition; Bim peptide-Bcl-XL binding, bead flow cytometry, fluorescence; inhibition, % at 10 µM; 190,000 tested, 0.04% active; AID 1007
Target sequence (Q07817 whole entry, looked up): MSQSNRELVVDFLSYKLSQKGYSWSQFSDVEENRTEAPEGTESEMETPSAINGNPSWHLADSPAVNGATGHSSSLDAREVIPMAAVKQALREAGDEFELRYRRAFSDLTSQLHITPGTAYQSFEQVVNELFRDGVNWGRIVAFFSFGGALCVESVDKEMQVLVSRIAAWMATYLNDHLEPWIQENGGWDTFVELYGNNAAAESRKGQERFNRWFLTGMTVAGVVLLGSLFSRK
Rab2 wt GTP: changes GTP binding to wildtype dog Rab2A, up or down; GST-Rab2 wt beads, Bodipy-GTP binding, flow cytometry; GTP binding activity, % at 10 µM; 190,000 tested, 0.19% active; P61105;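 active = GTP binding activity at least 20 points away from 100%, either lowered or raised; inconclusive = signal likely due to the compound's own green fluorescence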;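 also: 0% = beads with excess unlabeled GTP and 100% = no-compound control corrected for plate trend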
Cdc42 wt: human Cdc42 wildtype GTP binding change, either direction; P60953; GST-Cdc42 beads, Bodipy-GTP binding, flow cytometry; actives lie on both sides; percent activity (GTP binding), % at 10 µM; 190,000 tested, 0.2% active;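 active = percent activity GTP binding at least 20 points away from the 100% baseline, either down as inhibitor or up as activator; inconclusive = compound flagged as likely green fluorescent from well-wide comparison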;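 also: median bead fluorescence of bound Bodipy-FL-GTP at 100 nM; 0% = excess unlabeled GTP control and 100% = no compound control; below 100% means less GTP binding so inhibitor and above means activator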
Target sequence (P60953 whole entry, looked up): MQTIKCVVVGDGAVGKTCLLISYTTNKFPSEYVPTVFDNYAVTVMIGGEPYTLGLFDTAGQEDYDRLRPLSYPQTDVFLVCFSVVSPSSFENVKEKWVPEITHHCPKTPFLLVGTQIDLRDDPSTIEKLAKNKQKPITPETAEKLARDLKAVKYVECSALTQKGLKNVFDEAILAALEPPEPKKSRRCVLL
HRas wt GTP: changes GTP binding to wildtype human HRas. GST-Ras wt beads, Bodipy-FL-GTP binding, flow cytometry; actives lie on both sides. GTP binding activity, % at 10 µM. 190,000 tested, 0.14% active. AID 759;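 active = GTP binding activity at least 20% away from the 100% baseline, either lowered as inhibitor or raised as activator; inconclusive = flagged as likely green fluorescent, judged across all proteins in the well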;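 also: 0% = unlabeled GTP competition control and 100% = no-compound control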
Target sequence (P01112 whole entry, looked up): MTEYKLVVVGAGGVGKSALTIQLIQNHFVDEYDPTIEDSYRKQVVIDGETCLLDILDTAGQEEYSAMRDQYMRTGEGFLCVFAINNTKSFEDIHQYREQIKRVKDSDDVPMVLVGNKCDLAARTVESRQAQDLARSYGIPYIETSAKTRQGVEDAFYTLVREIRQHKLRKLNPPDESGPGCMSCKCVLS
Rab7 wt GTP bind: dog Rab7 wildtype GTP binding, inhibitors and activators. GST-Rab7 beads, fluorescent GTP binding, flow cytometry; actives lie on both sides; untreated = 100%, excess cold GTP = 0%. GTP binding activity (percent of control), % at 10 µM. 190,000 tested, 0.055% active. AID 758;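 active = fluorescent GTP binding to Rab7 beads changed by at least 20 points from the 100% baseline, either direction, mostly lower; inconclusive = compound itself probably fluorescent, or too few beads counted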;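 also: median green fluorescence of bound Bodipy-FL-GTP per Rab7 bead population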
Rac1 act GTP bind: modulators of GTP binding to human Rac1 activated mutant; 190,000 tested, 0.11% active; percent activity (GTP binding), % at 10 µM; P63000; GST-Rac1 activated beads, fluorescent GTP binding, flow cytometry; actives lie on both sides; 100% means binding = to untreated wells;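 active = GTP binding at least 20 percentage points away from the 100% baseline, in either direction, so actives lie on both sides; inconclusive = Compound likely fluorescent itself, or too few beads counted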
Bcl-B Bim block: human Bim-Bcl-B interaction inhibition | Q9HD36 | inhibition, % at 10 µM | bead-based flow cytometry, Bim peptide-Bcl-B binding | AID 951 | 190,000 tested, 0.073% active;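 also: 0% = tracer peptide without compound and 100% = reference inhibitor peptide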
Target sequence (Q9HD36 whole entry, looked up): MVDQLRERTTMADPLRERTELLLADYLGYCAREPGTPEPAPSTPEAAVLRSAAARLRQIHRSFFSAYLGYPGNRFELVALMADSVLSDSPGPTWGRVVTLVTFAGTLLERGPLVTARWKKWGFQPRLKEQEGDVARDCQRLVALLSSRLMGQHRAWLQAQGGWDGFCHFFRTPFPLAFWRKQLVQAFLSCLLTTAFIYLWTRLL
Numbers without * were called inactive; u = inconclusive; x = no result given. Rule as the data show it, unless noted: active = inhibition above about 40%.

SMILES	Bcl-W Bim block	Rac1 wt GTP bind	Bcl-2 Bim block	Bim-Bfl-1	Bcl-XL Bim block	Rab2 wt GTP	Cdc42 wt	HRas wt GTP	Rab7 wt GTP bind	Rac1 act GTP bind	Bcl-B Bim block
O=C(COc1ccc(Cl)cc1Cl)NC(=S)N1CCCc2ccccc21	0.0	97.0	-2.0	1.0	-4.0	96.0	98.0	98.0	96.0	97.0	-4.0
CNc1ccc(/C=C/C(=O)c2cccc3ccccc23)cc1[N+](=O)[O-]	-2.0	102.0	1.0	0.0	-7.0	96.0	99.0	99.0	98.0	95.0	-6.0
COc1ccc(-n2cnnc2)cc1	0.0	102.0	1.0	0.0	0.0	104.0	106.0	103.0	100.0	100.0	1.0
CC(NC(=O)Cn1nc(-c2ccccc2)c2ccccc2c1=O)c1ccccc1 (stereo not given)	0.0	97.0	-2.0	0.0	0.0	94.0	94.0	96.0	98.0	93.0	-2.0
O=C(Cc1ccsc1)NCC(c1ccco1)N1CCCCC1 (stereo not given)	0.0	102.0	-7.0	-5.0	-6.0	98.0	102.0	101.0	105.0	99.0	-7.0
O=C(CNC(=O)c1ccc2c(c1)OCCO2)N/N=C/c1ccc(Cl)cc1	0.0	98.0	-5.0	-11.0	-3.0	95.0	99.0	98.0	96.0	94.0	-2.0
CCCN1Cc2cccc(C(=O)NC(CC(=O)OCC)c3ccc(OC(C)C)cc3)c2C1=O (stereo not given)	-4.0	101.0	-3.0	-3.0	0.0	96.0	98.0	101.0	100.0	96.0	-2.0
O=C(Cc1c[nH]c2ccccc12)N1CCN(c2ccccc2)CC1	1.0	99.0	0.0	-5.0	-1.0	99.0	95.0	101.0	104.0	98.0	-3.0
COc1ccc(S(=O)(=O)N(c2onc(C)c2Cl)S(=O)(=O)c2ccc(OC)c(OC)c2)cc1OC	2.0	100.0	0.0	4.0	5.0	99.0	99.0	101.0	90.0	96.0	2.0
CC(C)OCCCNc1nc2c(-c3ccccc3)nnn2c2ccccc12	-6.0	102.0	-2.0	-1.0	-7.0	99.0	99.0	98.0	95.0	98.0	-5.0
CCC(=O)Nc1ccc(C(=O)NCc2ccccn2)cc1	0.0	97.0	0.0	-4.0	-2.0	94.0	96.0	97.0	96.0	94.0	-5.0
Cc1c(C(=O)N2CC(C)OC(C)C2)sc2nc(-c3ccccc3)cn12 (stereo not given)	0.0	105.0	-9.0	-9.0	-9.0	101.0	101.0	101.0	101.0	101.0	-12.0
OCC1(CCCc2ccccc2)CCN(C2CCSCC2)CC1	-3.0	98.0	-5.0	-5.0	-4.0	100.0	94.0	98.0	104.0	94.0	-2.0
CCS(=O)(=O)n1nc(-c2ccc(Cl)cc2)nc1SC	-3.0	98.0	-20.0	-13.0	-13.0	95.0	101.0	98.0	100.0	96.0	-8.0
CCCCOCCCNS(=O)(=O)c1ccccc1	0.0	97.0	-1.0	-2.0	0.0	96.0	100.0	100.0	97.0	93.0	1.0
CC(C)N1CCN(Cc2ccc(C#CCCO)cc2)CC1CCO (stereo not given)	-3.0	102.0	-2.0	-4.0	-1.0	102.0	102.0	99.0	100.0	98.0	-2.0
CCc1ccccc1N(CC)C(=O)c1cn(C)c(=O)c2cc(OC)c(OC)cc12	0.0	109.0	-9.0	-15.0	-8.0	99.0	105.0	100.0	98.0	102.0	-11.0
Cc1cc2ccccc2nc1SCC(=O)NC1CCCCC1	-1.0	94.0	-4.0	-3.0	-1.0	96.0	99.0	96.0	95.0	93.0	-3.0
O=C(CN(c1ccc(F)cc1)S(=O)(=O)c1ccc2c(c1)OCCO2)NCc1ccccn1	0.0	105.0	-6.0	-3.0	-1.0	102.0	106.0	103.0	104.0	101.0	-3.0
CC1CCCCN1S(=O)(=O)c1ccc(S(=O)(=O)NCCc2ccncc2)cc1 (stereo not given)	x	104.0	u	x	x	102.0	99.0	102.0	104.0	100.0	x
Cc1ccc(NC(=O)COc2ccccc2C(=O)Nc2ccccc2)cc1Cl	-3.0	102.0	-10.0	-12.0	-5.0	95.0	99.0	96.0	97.0	98.0	-9.0
Cc1oc2cc(O)ccc2c(=O)c1N1C(=O)c2ccccc2C1=O	-3.0	102.0	-12.0	-15.0	-8.0	100.0	101.0	99.0	102.0	99.0	-7.0
CN1CCN(C(=O)C2=C[C@H](c3coc4ccccc4c3=O)C[C@H](OCc3ccc(CO)cc3)O2)CC1	-3.0	97.0	-2.0	-5.0	-6.0	96.0	95.0	96.0	101.0	96.0	-3.0
O=C(Nc1nccs1)C1CCN(S(=O)(=O)c2ccc3c(c2)OCCCO3)CC1	0.0	103.0	-7.0	-11.0	-2.0	102.0	102.0	100.0	100.0	99.0	-5.0
O=c1c2ccccc2nc(SCc2cc(=O)n3ccsc3n2)n1CCCO	-1.0	100.0	-5.0	-7.0	-4.0	99.0	98.0	101.0	99.0	98.0	-14.0

(listing goes on)
SMILES	Bcl-W Bim block	Rac1 wt GTP bind	Bcl-2 Bim block	Bim-Bfl-1	Bcl-XL Bim block	Rab2 wt GTP	Cdc42 wt	HRas wt GTP	Rab7 wt GTP bind	Rac1 act GTP bind	Bcl-B Bim block
COC(=O)CSc1nnc(C)c(=O)[nH]1	-2.0	107.0	-5.0	-12.0	-6.0	100.0	104.0	102.0	100.0	102.0	-8.0
CC1=N/C(=C\c2ccc([N+](=O)[O-])cc2)C(=O)N1c1ccc(Cl)cc1	-2.0	100.0	-2.0	-3.0	-6.0	96.0	97.0	97.0	93.0	98.0	-4.0
CCc1ccc2c(c1)C(c1ccc([N+](=O)[O-])cc1)=NNC(c1ccc(Br)cc1)=N2	-2.0	99.0	0.0	0.0	-6.0	96.0	95.0	96.0	101.0	96.0	-5.0
c1ccc2c(c1)nc(N1CCN(C3CCCCC3)CC1)c1nnnn12	-2.0	99.0	0.0	0.0	1.0	98.0	96.0	97.0	99.0	96.0	-4.0
COc1ccc(/C=N\N=C2/SC(CC(=O)O)C(=O)N2c2ccc(O)cc2)cc1OC (stereo not given)	-1.0	105.0	-8.0	-4.0	0.0	101.0	101.0	102.0	104.0	99.0	-2.0
c1ccc(Cn2nnnc2C(c2cccs2)N2CCSCC2)cc1 (stereo not given)	-7.0	105.0	-11.0	-25.0	-10.0	101.0	102.0	102.0	101.0	100.0	-13.0
Cc1cc(C(=O)COc2ccc(-c3nnco3)cc2)c(C)n1Cc1ccccc1	2.0	103.0	-4.0	-3.0	0.0	101.0	102.0	98.0	100.0	99.0	-1.0
Cn1c(NCc2cccnc2)nc2c1c(=O)n(Cc1ccccc1F)c(=O)n2C	6.0	101.0	4.0	1.0	7.0	100.0	100.0	99.0	97.0	98.0	6.0
COC(=O)c1ccc(NC(=O)CSCc2ccc(C)cc2)cc1	0.0	97.0	-11.0	-17.0	-7.0	94.0	98.0	97.0	94.0	93.0	-13.0
N#C/C(=C\c1ccccc1[N+](=O)[O-])C(=O)NC1CCCCC1	-5.0	99.0	0.0	3.0	-2.0	98.0	92.0	93.0	104.0	96.0	0.0
CC(C)c1onc(C(=O)N2CCN(Cc3ccccc3)CC2)c1[N+](=O)[O-]	-6.0	102.0	-2.0	0.0	-5.0	98.0	99.0	97.0	96.0	97.0	-7.0
COc1ccc(NCc2nnc(SCC(=O)NCc3ccccc3)n2-c2ccccc2OC)cc1	-3.0	105.0	4.0	-2.0	-6.0	101.0	103.0	104.0	96.0	100.0	-6.0
CCOC(=O)C1CCCN(Cc2c(C(=O)N3CCCCC3)nc3c(C)cccn23)C1 (stereo not given)	0.0	100.0	-6.0	-4.0	-2.0	99.0	99.0	99.0	104.0	94.0	-4.0
COc1cc2ccccc2cc1C(=O)Nc1cccnc1	1.0	98.0	-6.0	-7.0	0.0	99.0	97.0	95.0	98.0	100.0	-5.0
CCC(=O)N1CCN(c2ccc(NC(=O)c3ccc4c(c3)OCO4)cc2)CC1	0.0	97.0	-5.0	-2.0	-3.0	94.0	96.0	94.0	93.0	94.0	-7.0
CCCNS(=O)(=O)c1ccc(OCC(=O)NCCCOC)cc1	-6.0	108.0	-6.0	-4.0	-13.0	100.0	101.0	99.0	98.0	101.0	-13.0
Cc1ccc(SCC(=O)NC(=O)NC(C)C)c(C)c1	-5.0	96.0	-7.0	-7.0	-3.0	98.0	96.0	98.0	106.0	94.0	-3.0
O=C(Nc1cccc(C(=O)O)c1)/C(=C\c1ccc2c(c1)OCO2)NC(=O)c1ccc(Br)cc1	3.0	93.0	2.0	4.0	-1.0	95.0	95.0	95.0	98.0	92.0	0.0
O=C(Nc1cccc2c1[nH]c1ccccc12)C(F)(F)F	-5.0	102.0	10.0	-2.0	-10.0	102.0	98.0	99.0	99.0	98.0	-7.0
CC(C)Cn1nc(NS(=O)(=O)c2ccccc2)c2cc3ccccc3nc21	-1.0	96.0	-1.0	0.0	-4.0	101.0	100.0	99.0	93.0	98.0	0.0
Cc1ccc2nc(SC(C)C(=O)NCc3ccc4c(c3)OCO4)[nH]c2c1 (stereo not given)	-4.0	97.0	-2.0	-7.0	-6.0	93.0	95.0	96.0	95.0	95.0	-6.0
Cc1cc(C(=O)O)c(CSCc2cc(C(=O)O)oc2C)o1	0.0	109.0	-1.0	0.0	0.0	99.0	105.0	101.0	97.0	103.0	0.0
Cc1cccc(NC(=O)C2SC(=Nc3c(C)cccc3C)C(C(=O)N3CCOCC3)=C2N)c1 (stereo not given)	-3.0	101.0	-5.0	-11.0	-5.0	99.0	99.0	97.0	97.0	98.0	-7.0
Cn1cc(/C=C2/SC(=O)N(c3ccccc3)C2=O)c2ccccc21	0.0	97.0	-5.0	-5.0	4.0	96.0	95.0	97.0	97.0	94.0	-8.0
CC(=O)Nc1ccc(NC(=O)C(C)O/N=C/c2cccc([N+](=O)[O-])c2)cc1 (stereo not given)	0.0	103.0	-1.0	1.0	-1.0	104.0	104.0	105.0	102.0	100.0	0.0
Cc1noc(C)c1C(=O)Nc1ccc(F)cc1	-1.0	104.0	-3.0	-4.0	-2.0	100.0	101.0	101.0	98.0	99.0	0.0
O=S(=O)(NCc1ccccn1)c1ccc(Cl)c(C(F)(F)F)c1	-4.0	98.0	-1.0	-4.0	-1.0	96.0	98.0	97.0	102.0	95.0	-3.0
CCOC(=O)CN1C(=O)CCSc2ccc(Cl)cc21	0.0	94.0	1.0	-4.0	0.0	97.0	96.0	94.0	98.0	93.0	0.0
O=S(=O)(c1ccc2c(c1)nc(COc1ccc(Cl)cc1)n2CC1CCCO1)N1CCOCC1 (stereo not given)	2.0	97.0	-1.0	-1.0	0.0	99.0	101.0	99.0	94.0	100.0	0.0
Cc1[nH]c(=S)n(CC2CCCO2)c1C (stereo not given)	0.0	96.0	-4.0	8.0	-2.0	100.0	97.0	98.0	93.0	98.0	-32.0

Looked up above:
For Rab2 wt GTP, `CCC(=O)N1CCN(c2ccc(NC(=O)c3ccc4c(c3)OCO4)cc2)CC1` is listed with 94.0
For Bcl-W Bim block, `N#C/C(=C\c1ccccc1[N+](=O)[O-])C(=O)NC1CCCCC1` is listed with -5.0
